# GAA glycogen = alters human alpha-glucosidase cleavage of glycogen. recombinant GAA, glycogen substrate, Amplex Red glucose oxidase fluorescence. Potency, µM (highest dose often 76.4 µM), for the others: at the highest dose activity change, negative = inhibition, most hits filed as inhibitors. AID 2100. hit rate 0.38% among 300,000. P10253; active = well fitted inhibition curve with a large enough effect; inconclusive = small, poorly fitted or top-dose-only effect, or another doubt; inactive = no such curve, though single readings can be large or run the other way;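 also: 0% = full enzyme reaction and -100% = no-enzyme basal signal; the screen sought inhibitors and activators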
#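 Recombinant human enzyme (4 nM); glycogen substrate; 37 C, 40 min, pH 5.0. Readout: coupled glucose oxidase/Amplex Red fluorescence.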
# An asterisk follows results filed as active; u = inconclusive; [ ] = remark or other dose. Potency is read from the fitted curve at half-maximal effect.
GAA glycogen | smiles
-4.4% | COc1ccc(NC(=O)c2ccc(C)cc2)c[n+]1[O-]
-2.3%[76.3 µM] | CCOc1ccc(/C=N/NC(=O)c2cc3ccccc3cc2OC)cc1
-0.5% | COC(=O)C1Cc2c([nH]c3ccccc23)CN1C(C)=O (centres undefined)
-1.5%[76.3 µM] | CC1(C)Cc2c(sc(NC(=O)C(=O)NCC3CCCO3)c2C(N)=O)CO1 (centres undefined)
-1.2% | CCN(CC)CCN1C(=O)C2C(C(=O)Nc3cccc(C)c3)C3C=CC2(O3)C1C(=O)NC1CCCC(C)C1C (centres undefined)
-11.6% | CCCCNC(=S)NCC(c1ccccc1)c1c[nH]c2ccccc12 (centres undefined)
-3.5% | COc1ccc(C(=O)Nc2nnc(-c3ccc(F)cc3)s2)c(OC)c1
1.4% | OC(COc1ccc(F)cc1Cl)CN1CCc2ccccc2C1 (centres undefined)

# The final 3 entries of the section above lead into the next:
GAA glycogen | smiles
-11.6% | CCCCNC(=S)NCC(c1ccccc1)c1c[nH]c2ccccc12 (centres undefined)
-3.5% | COc1ccc(C(=O)Nc2nnc(-c3ccc(F)cc3)s2)c(OC)c1
1.4% | OC(COc1ccc(F)cc1Cl)CN1CCc2ccccc2C1 (centres undefined)
2.7% | C=CCC(C(=O)NC(C)c1ccccc1)C(=O)NC(C)c1ccccc1 (centres undefined)
-0.5% | COc1ccc(N(C(=O)CNC(=O)c2ccco2)C(C(=O)NC2CCCC2)c2cccnc2)cc1 (centres undefined)
4.3%[76.3 µM] | CC(C)Oc1cccc(-c2cc(C(=O)NN3CCOCC3)c3ccccc3n2)c1
-2.9%[76.3 µM] | CCc1nnc(NC(=O)CCN2C(=O)C3CCCCC3C2=O)s1 (centres undefined)
4.1% | COc1ccc(S(=O)(=O)N2CC(C(=O)O)Oc3ccccc32)cc1 (centres undefined)
-1.8% | CSc1ncc(C(=O)Nc2cc(C)ccc2C)c(C)n1
-13.8%[76.3 µM] | CC(C)CC(=O)Nc1ccc(C(=O)COC(=O)C2CCC2)cc1
-11.0%[76.3 µM] | CCc1noc(C)c1C(=O)Nc1nc(-c2ccc(F)cc2)c(C)s1
-0.2% | Cc1ccc(NC(=O)CSc2nncc3ccccc23)cc1
-1.2% | CCn1c(SCC(=O)Nc2ccccc2F)nnc1-c1ccoc1C
-0.9% | Cc1ccc(SCC(=O)c2cc(C)c(O)c(C)c2)cc1
-3.0%[76.3 µM] | CCOc1ccccc1N(CC(=O)N1CCCCCC1)S(=O)(=O)c1ccc(C)cc1
0.1%[76.3 µM] | O=C(CCN1C(=O)/C(=C/c2ccccc2Cl)SC1=S)NC1C=CS(=O)(=O)C1 (centres undefined)
-14.4% | CC(=O)Nc1ccc(S(=O)(=O)Nc2ccc(S(=O)(=O)Nc3nccs3)cc2)cc1
0.4% | O=C(O)c1cccc(CN2C(=O)c3ccccc3C2=O)c1
3.9% | CC(C)CC[n+]1ccccc1/C=C/c1ccc(N(C)C)cc1
-1.8%[76.3 µM] | CCOc1ccc(-c2cc(C(=O)NCCCN3CCOCC3)c3ccccc3n2)cc1
0.8%[76.3 µM] | CCn1cc(Cl)c(C(=O)Nc2c(C)nn(Cc3c(F)c(F)c(F)c(F)c3F)c2C)n1
-0.6%[76.3 µM] | Cc1ccc(C)c(NC(=O)NC2CCCCCCC2)c1
-1.8% | COc1ccc(C(=O)Nc2cc(OC)cc3cccnc23)cc1
5.3% | O=C1c2ccccc2NC(c2cccc(F)c2)N1Cc1ccccc1 (centres undefined)
5.0% | Clc1ccc(CNc2ncccn2)cc1
0.3%[76.3 µM] | O=C(Nc1ccc(F)cc1)c1ccc(NC(=O)C2CCCO2)cc1 (centres undefined)
1.1% | CC(C)C(C(=O)NC1CCCC1)N(CC1CCCO1)C(=O)CNS(=O)(=O)c1ccccc1 (centres undefined)
-6.3%[76.3 µM] | COc1ccc(C(=O)NC2CC(C)(C)Cc3c2cnn3-c2ccccc2C)o1 (centres undefined)
-5.5%[76.3 µM] | CSCC[C@H](NC(=O)[C@@H]1Cc2ccccc2CN1)C(=O)Nc1ccc2c(c1)OCO2
2.0% | O=C(CSc1nc(-c2ccccc2)cc(=O)[nH]1)Nc1ccccc1
2.8% | CC(=O)c1ccc(NC(=S)N2CCN(c3ccccn3)CC2)cc1
-8.6%[76.3 µM] | Cc1csc(C(C)NC(=O)c2ccc(OC3CCN(CCc4ccccc4)CC3)cc2)n1 (centres undefined)
1.2% | CCOCCOC(=O)c1[nH]c2c(c1C)C(=O)CC(c1ccc(OC)c(OC)c1)C2 (centres undefined)
-12.9%[76.3 µM] | CCCn1c2ccccc2c2cnn(CC(=O)NC3CCCCC3)c(=O)c21
4.5% | CC(=O)Nc1ccc(NC(=O)Nc2cccc(Cl)c2)cc1
-2.5%[76.3 µM] | O=C(N/N=C/c1cccc(Cl)c1)C1CCCC1
-11.9%[76.3 µM] | O=C(NCCCSc1ccccc1)c1ccc(=O)[nH]c1
7.0% | COc1ccc(Cl)cc1NC(=O)C[n+]1cccc(C)c1
2.1% | COc1cc(/C=N/n2c(C3CCCCC3)n[nH]c2=S)ccc1O
-1.6%[76.3 µM] | CC(NC(=O)c1cc2cc(Br)ccc2oc1=N)c1ccccc1 (centres undefined)
1.2% | Cc1ccc([N+](=O)[O-])cc1NC(=O)CSc1nncn1-c1ccccn1
-4.5%[76.3 µM] | O=C1C(=O)N(Cc2cccnc2)C(c2cccc(O)c2)/C1=C(\O)c1ccc2c(c1)OCCO2 (centres undefined)
2.2% | Cc1cc(C)c(S(=O)(=O)N(C)CC(=O)NCc2cccnc2)c(C)c1
-6.7% | N#C/C=C/N1CCN(Cc2ccc3c(c2)OCO3)CC1
-3.0%[76.3 µM] | COc1ccc(NC(=O)CSc2nc3ccc(Nc4nc(N5CCOCC5)nc(N5CCOCC5)n4)cc3s2)cc1
-2.6%[76.3 µM] | CC(C)Cc1cc(C(=O)N2CCCC(CO)(Cc3ccc(F)cc3F)C2)n[nH]1 (centres undefined)
-4.6%[76.3 µM] | COc1ccccc1NC(=O)C(C)OC(=O)CC1CCCC1 (centres undefined)
1.2%[76.3 µM] | COc1ccc(NC(=O)CSc2ccc3nnc(-c4ccccn4)n3n2)cc1
-9.1% | CC(c1ccccc1)n1c(SCC(=O)Nc2ccccc2)n[nH]c1=O (centres undefined)
-3.5% | O=C(COC(=O)c1ccc(F)cc1)NCCCc1ccccc1
6.6% | Nc1nonc1-n1nnc(C(=O)N/N=C/c2cc(Br)cs2)c1-c1ccccc1
-1.3%[76.3 µM] | CCOC(=O)N1CCC(NC(=O)c2ccc(CS(=O)c3ccc(Cl)cc3)o2)CC1 (centres undefined)
-11.7%[76.3 µM] | CC(=O)Nc1ccc(NC(=O)CN2C(=O)COc3ccc(S(=O)(=O)N4CCOCC4)cc32)cc1
-0.7% | COc1ccc(Cl)cc1NC(=O)C1Cc2ccccc2CN1S(C)(=O)=O (centres undefined)
2.9% | CC(CNC(=O)c1ccc(C#N)cc1)NC(=O)c1ccc(C#N)cc1 (centres undefined)
-11.5%[76.3 µM] | COc1cccc(N2CCN(S(=O)(=O)c3ccc4c(c3)NC(=O)CS4)CC2)c1
-0.9% | CCCCN(C(=O)CCC(=O)Nc1cc(C)on1)C(C(=O)NC1CCCC1)c1ccccc1OCC (centres undefined)
-0.7% | Cc1cccc(NC(=O)CCS(=O)(=O)c2ccc(Cl)cc2)c1
3.4% | Cc1nc(SCc2ccccc2)[nH]c(=O)c1CC(=O)OCC(C)C

# A different layout for part of the listing above:
molecule | GAA glycogen
CC(CNC(=O)c1ccc(C#N)cc1)NC(=O)c1ccc(C#N)cc1 (centres undefined) | 2.9%
CCOc1ccc(/C=N/NC(=O)c2cc3ccccc3cc2OC)cc1 | -2.3%[76.3 µM]
O=C(N/N=C/c1cccc(Cl)c1)C1CCCC1 | -2.5%[76.3 µM]
COc1ccc(Cl)cc1NC(=O)C1Cc2ccccc2CN1S(C)(=O)=O (centres undefined) | -0.7%

# (continued)
GAA glycogen | smiles
-8.4%[76.3 µM] | O=C(Nc1c2c(nn1-c1ccc(F)cc1)CS(=O)(=O)C2)c1ccc2c(c1)OCO2
3.4% | CCC(=O)Nc1nc(NCc2ccccc2OC)n(-c2ccccc2)n1
1.1% | Cc1ccc2nc3c(cc2c1)c(C)nn3-c1ccccc1
-9.7%[76.3 µM] | Cc1cc(OCc2cc(C(=O)NCc3csc(C(C)C)n3)no2)cc(C)c1Cl
0.1% | COc1ccc(Nc2cc(C(=O)NCCCOC(C)C)c3ccccc3n2)c(OC)c1
-1.5%[76.3 µM] | O=C(CN(C(=O)c1csnn1)c1ccccc1Cl)NCCc1ccccc1
-1.2% | NC(=O)NC(=O)CN1c2cccc3cccc(c23)S1(=O)=O
-8.5%[76.3 µM] | COc1ccccc1OC(C)C(=O)N1CCC(Cc2ccccc2)CC1 (centres undefined)
2.1% | COc1ccc(N(C(=O)c2snc(C(N)=O)c2N)C(C(=O)NCc2ccccc2)c2ccc(F)cc2)c(OC)c1 (centres undefined)
-3.1%[76.3 µM] | Cc1onc(C(=O)Nc2ccc(OC(F)(F)F)cc2)c1[N+](=O)[O-]
2.8%[76.3 µM] | COc1ccc(CCN(C)C(=O)CCNC(=O)c2ccc(Br)cc2)cc1OC
-0.3% | O=C(O)c1cc(=O)[nH]c2ccc(S(=O)(=O)Nc3ccc(F)cc3)cc12
-3.0%[76.3 µM] | CCOc1ccc(N2CC(C(=O)NCc3ccco3)CC2=O)cc1 (centres undefined)
-2.8% | COc1cccc(CNC(=O)CSc2nnc3c(n2)[nH]c2ccc(F)cc23)c1
-12.5% | COc1ccc(C(=O)OCC(=O)Nc2c(C)cccc2C)cc1
0.5%[76.3 µM] | COCCCN1C(=O)C(=O)/C(=C(/O)c2ccc(S(=O)(=O)N3CCOCC3)cc2)C1c1ccc(C(C)C)cc1 (centres undefined)
-7.5% | CCC1(C)CC(=O)N(c2ccc(F)c(Cl)c2)C(=O)C1
0.1% | CCOc1ccc(Nc2nc(N)c([N+](=O)[O-])c(N3CCOCC3)n2)cc1
-8.7% | O=C(O)CSc1nc2ccccc2nc1Cc1ccccc1F
-1.9%[76.3 µM] | Cc1cccc(C)c1NC(=O)CN(C)C(=O)c1cc([N+](=O)[O-])ccc1N1CCOCC1
11.3% | O=C1CC(C(=O)N2CCc3ccccc32)CN1c1ccc(F)cc1 (centres undefined)
11.9%[76.3 µM] | CNC(=O)c1cccc(NC(=O)c2ccccc2OCc2ccccc2)c1
8.1% | O=C(CNC(=O)c1ccc(Cl)cc1)NC(CO)c1ccccc1 (centres undefined)
2.2% | NCCNC(=O)Cn1c(=O)c2c3c(sc2n(Cc2ccccc2)c1=O)CCCC3
2.4% | COC(=O)c1ccc(OC)c(NS(=O)(=O)c2ccc(-n3cnnn3)cc2)c1
-11.3% | O=C1Nc2ccccc2C1=Nc1ccc(Cl)cc1
-2.6%[76.3 µM] | Cc1cccc(C)c1-n1ncc(C(=O)NC2CCCC2)c1C1CCNCC1
0.5% | COc1cccc(/C=C/c2ccc3cccc(O)c3n2)c1OC
-2.3%[76.3 µM] | Cc1cc(/C=C2\C(=N)N3N=C(CC(=O)N4CCOCC4)SC3=NC2=O)c(C)n1-c1ccccc1
-12.1%[76.3 µM] | O=S(=O)(c1cnc[nH]1)N1CCN(C(c2ccc(F)cc2)c2ccc(F)cc2)CC1
3.2%[76.3 µM] | CCCC(C(=O)NCc1ccco1)N(Cc1ccco1)C(=O)CNS(=O)(=O)c1ccccc1 (centres undefined)
-8.0%[76.3 µM] | CCC(=O)N1c2ccc(S(=O)(=O)NC3CCCCC3)cc2CC1C (centres undefined)
-11.5% | O=S(=O)(Nc1ccccc1C(F)(F)F)c1ccc(-c2ccccn2)s1
-14.9%[76.3 µM] | CCN(CC(=O)Nc1c(F)cccc1F)C(=O)C1(c2ccccc2)CC1
u | O=c1[nH]c2ccccc2nc1Cc1ccc([N+](=O)[O-])cc1
u | O=C(Nc1ccccc1N1CCCC1)c1ccc2ccccc2c1
-8.4% | CCC(c1nnnn1Cc1ccc(OC)cc1)N1CCN(C(=O)c2ccco2)CC1 (centres undefined)
2.8% | CCc1cc(=O)oc2c3c(cc(OCC(=O)N[C@H](C(=O)O)[C@H](C)CC)c12)OC(C)(C)CC3
-0.3%[76.3 µM] | Cc1ccc(C(=O)O/N=C(\N)Cc2cccs2)c(Cl)c1
-4.0% | CN(C)S(=O)(=O)c1ccc2c(c1)nc(CCC(=O)NCCc1ccc(Cl)cc1)n2C
1.0% | O=C(CNC(=O)c1cccc(F)c1)N/N=C/c1cccs1
-29.9% | CCCCOP(=O)(OCCCC)C(Nc1ccc(C(=O)OCC)cc1)c1ccncc1 (centres undefined)
-1.6%[76.3 µM] | COc1ccc(S(=O)(=O)N2CCCC(C(=O)N3CCN(c4ccccc4)CC3)C2)cc1Cl (centres undefined)
4.0%[76.3 µM] | Cc1ccc(S(=O)(=O)N2CCCC2C(=O)NCc2ccncc2)cc1 (centres undefined)

# In another format: 4 of the compounds above.
Structure: CCCCOP(=O)(OCCCC)C(Nc1ccc(C(=O)OCC)cc1)c1ccncc1 (centres undefined)
  GAA glycogen = -29.9%
Structure: Cc1ccc(S(=O)(=O)N2CCCC2C(=O)NCc2ccncc2)cc1 (centres undefined)
  GAA glycogen = 4.0%[76.3 µM]
Structure: COc1ccc(S(=O)(=O)N2CCCC(C(=O)N3CCN(c4ccccc4)CC3)C2)cc1Cl (centres undefined)
  GAA glycogen = -1.6%[76.3 µM]
Structure: O=C(CNC(=O)c1cccc(F)c1)N/N=C/c1cccs1
  GAA glycogen = 1.0%

# Source: PubChem BioAssay (National Center for Advancing Translational Sciences (NCATS))

# A portion of the library; the hit share may differ from the screen's.
